High-throughput results as filed in PubChem.
TRHR PAM – qHTS for Small Molecule Agonists and Allosteric Enhancers of Human TRH Receptor: Primary Screen for Enhancers | Thyrotropin-releasing hormone receptor (Homo sapiens), P34981 | TRHR cells, fluo-8 calcium fluorescence, EC20 TRH enhancement | enhancement, % at 2 µM | actives 0.66% (n = 360,000) | AID 493056, 2011; in the data active = enhancement above about 30%; also: 0% is about no effect
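TRHR-expressing cells loaded with fluo-8 calcium dye were read kinetically (ex 480/em 530) during compound addition, then stimulated with an EC20 of TRH (10 nM final). Enhancement of the Gq-mediated intracellular calcium response was scored.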
RXFP1 antag – qHTS Assay for Antagonists of the Relaxin Receptor RXFP1; actives 0.59% (n = 350,000); HEK293-RXFP1, relaxin-stimulated cAMP HTRF, 30 min; active compounds read low; Relaxin receptor 1 (Homo sapiens), Q9HBX9; activity change, negative = inhibition, % at 57.5 µM; AID 1259400, 2018;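 active = activity change of -60% or lower, but not beyond a set lower limit; inconclusive = change between -60% and -40%, or beyond the set limit; inactive = change above -40%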; also: % is scaled to controls: 0 for no effect and ±100 for the full control effect
D2 antagonist – HTS Assay for Allosteric Antagonists of the Human D2 Dopamine Receptor: Primary Screen for Antagonists. AID 485344, 2010. HEK293 TREx D2 cells, calcium flux, dopamine EC80. inhibition, % at 10 µM. D(2) dopamine receptor (Homo sapiens), P14416. actives 2% (n = 340,000); in the data active = inhibition above about 30%; also: 0% is about no effect
Target sequence (P14416 whole entry, looked up): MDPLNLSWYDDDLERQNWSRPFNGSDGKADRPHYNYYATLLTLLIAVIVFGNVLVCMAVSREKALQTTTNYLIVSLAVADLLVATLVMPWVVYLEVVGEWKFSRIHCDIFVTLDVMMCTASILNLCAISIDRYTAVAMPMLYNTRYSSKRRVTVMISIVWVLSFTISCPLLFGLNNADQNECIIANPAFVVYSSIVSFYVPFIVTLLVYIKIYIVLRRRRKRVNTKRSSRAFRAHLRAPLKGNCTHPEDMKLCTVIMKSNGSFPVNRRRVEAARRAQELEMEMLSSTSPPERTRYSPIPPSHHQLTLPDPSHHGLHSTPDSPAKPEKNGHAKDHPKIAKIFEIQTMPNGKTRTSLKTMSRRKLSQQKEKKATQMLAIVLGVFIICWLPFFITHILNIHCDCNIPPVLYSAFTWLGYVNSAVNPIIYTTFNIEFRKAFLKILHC
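Calcium flux kinetic readout in an inducible HEK293 TREx D2 line plated overnight at 30 C. After 180 s compound exposure, an EC80 dopamine challenge follows with another 180 s kinetic read to detect antagonism.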
D1 agonist – Allosteric Agonists of the Human D1 Dopamine Receptor: qHTS; actives 1% (n = 360,000); HEK293 T-REx D1 cells, calcium flux, agonist mode; AID 504660, 2011; D(1A) dopamine receptor (Homo sapiens), P21728; activation, % at 2 µM; also: 0% is about no effect
Target sequence (P21728 whole entry, looked up): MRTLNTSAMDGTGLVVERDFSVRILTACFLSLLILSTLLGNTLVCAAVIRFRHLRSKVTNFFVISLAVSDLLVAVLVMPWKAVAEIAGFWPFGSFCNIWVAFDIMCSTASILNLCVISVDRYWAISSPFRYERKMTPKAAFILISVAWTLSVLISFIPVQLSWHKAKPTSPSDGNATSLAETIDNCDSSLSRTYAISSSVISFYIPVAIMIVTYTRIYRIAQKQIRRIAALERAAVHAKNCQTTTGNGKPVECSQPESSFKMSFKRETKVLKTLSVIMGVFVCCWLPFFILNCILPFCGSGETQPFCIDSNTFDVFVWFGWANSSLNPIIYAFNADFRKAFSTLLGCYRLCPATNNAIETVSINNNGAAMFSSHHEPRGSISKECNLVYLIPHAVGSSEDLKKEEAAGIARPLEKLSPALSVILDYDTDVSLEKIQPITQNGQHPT
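Agonism was scored from calcium flux recorded over 180 s (1 read/s) after pintool compound addition, following a 10-cycle baseline. Cells were inducible force-coupled HEK293 TREx D1, plated overnight at 30 C and loaded with no-wash calcium dye.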
D1 antagonist – Antagonist of Human D 1 Dopamine Receptor: qHTS | HEK293 TREx D1 cells, calcium flux, dopamine EC80; active compounds read low | activity change, negative = inhibition, % at 10 µM | D(1A) dopamine receptor (Homo sapiens), P21728 | actives 3.2% (n = 360,000); in the data active = activity change below about -30%; also: % is scaled to controls: 0 for no effect and ±100 for the full control effect
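Tetracycline-induced HEK293 T-REx cells with force-coupled D1 receptor were loaded with a no-wash calcium dye. Compound was added after a 10 s baseline and read kinetically for 180 s; EC80 dopamine was then added and calcium flux followed another 180 s.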
D2 agonist – HTS Assay for Allosteric Agonists of the Human D2 Dopamine Receptor: Primary Screen for Agonists; activation, % at 2 µM; HEK293 T-REx D2 cells, calcium flux agonist mode; AID 485358, 2010; D(2) dopamine receptor (Homo sapiens), P14416; actives 0.53% (n = 340,000);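 active = activation over 3 SD above normal in the single-dose calcium agonist read, cut at about 30% in these data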; also: 0% is about no effect
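In this primary screen, compounds producing a positive calcium signal within 180 s of addition to tetracycline-induced, force-coupled HEK293 Trex D2 cells are flagged; cells are dye-loaded with a no-wash calcium kit beforehand.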
TRHR ag – qHTS for Small Molecule Agonists and Allosteric Enhancers of Human TRH Receptor: Primary Screen for Agonists. activation, % at 2 µM. TRHR cells, calcium flux fluo-8, FDSS agonist mode. AID 493084, 2011. Thyrotropin-releasing hormone receptor (Homo sapiens), P34981. actives 0.18% (n = 360,000); also: 0% is about no effect
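Steps: seed TRHR cells overnight; add fluo-8 no-wash Ca dye, RT 30 min–1.5 h; record 10 s baseline; pin-transfer compounds; monitor fluorescence 1 cycle/s for the agonist window. Calcium increases flag candidate agonists.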
D2 potentiator – HTS Assay for Positive Allosteric Modulators of the Human D2 Dopamine Receptor: Primary Screen for Potentiators; D(2) dopamine receptor (Homo sapiens), P14416; HEK293 T-REx D2, calcium flux, EC20 dopamine potentiation; potentiation, % at 10 µM; actives 0.34% (n = 340,000); AID 485347, 2010;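 active = potentiation over 3 SD above the plate norm, cut at about 30% in these data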; also: 0% is about no effect
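Potentiation of an EC20 dopamine calcium response is measured in a force-coupled, tetracycline-inducible Hek293 Trex D2 line. Compound-only kinetic reads over 180 s flag agonists before dopamine addition.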
D1 potentiator – Potentiators of Human D1 Dopamine Receptor: qHTS. potentiation, % at 10 µM. actives 0.036% (n = 360,000). D(1A) dopamine receptor (Homo sapiens), P21728. HEK293 TREx D1 cells, calcium flux, dopamine EC20 potentiation; in the data active = potentiation above about 30%; also: 0% is about no effect
The depositor's hits bear a star. Rule as the data show it, unless noted: active = activation above about 30%; inactive = the rest. Rows are unselected; any-hit rate near 7.1%.

O=C(CSc1ccccc1)Nc1nccs1 was read as TRHR PAM -1, RXFP1 antag -3, D2 antagonist -13, D1 agonist 0, D1 antagonist -15, D2 agonist 1.5, TRHR ag 0.4, D2 potentiator -1 and D1 potentiator -4.
COc1ccc(N(C(=O)c2ccco2)S(=O)(=O)c2cccs2)cc1 was read as TRHR PAM -1, RXFP1 antag 0, D2 antagonist -14, D1 agonist 1, D1 antagonist 0, D2 agonist 0.2, TRHR ag -0.8, D2 potentiator 15 and D1 potentiator -4.
Screening CSc1ccc(CNC(=O)c2ccc3c(c2)N(C)C(=O)C2CCCCN32)cc1 (configuration not stated) returned TRHR PAM 2, RXFP1 antag -8, D1 agonist -1, D1 antagonist 8, D2 agonist -0.5, TRHR ag -1.1, D2 potentiator -5 and D1 potentiator -1.
For CCCCN(CC)CCCNC(=O)C1CCN(c2ncnc3c2sc2cccc(F)c23)CC1 the results were TRHR PAM 4, RXFP1 antag -4, D2 antagonist 0, D1 agonist -4, D1 antagonist -4, D2 agonist -0.6, TRHR ag -0.1, D2 potentiator 1 and D1 potentiator -4.
For CCOc1cc(/C=N/NC(=O)c2ccc(-c3csc(Nc4ccc(C)cc4)n3)cc2)ccc1OCC(=O)O the results were TRHR PAM 13, RXFP1 antag -2, D1 agonist 4, D1 antagonist -10, TRHR ag -0.5, D2 potentiator -8 and D1 potentiator 1.
NNC(=O)COc1ccc(C2SCCS2)cc1 was read as TRHR PAM -1, RXFP1 antag -28, D2 antagonist 7, D1 agonist 2, D1 antagonist -6, D2 agonist 1.6, TRHR ag 0.7, D2 potentiator -1 and D1 potentiator -1.
`CC(C)c1ccc(C2N3CC4([N+](=O)[O-])CN2CC([N+](=O)[O-])(C3)C4(C)C)cc1` (configuration not stated) gave TRHR PAM 5, RXFP1 antag 2, D2 antagonist 12, D1 agonist 0, D1 antagonist 8, D2 agonist 0.7, TRHR ag -0.7, D2 potentiator -1 and D1 potentiator 2.
Screening CCOc1ccccc1NC(=O)Cn1c(=O)n(CCC(=O)NC2CCCC2)c(=O)c2ccccc21 returned TRHR PAM -7, D2 antagonist 5, D1 agonist 3, D1 antagonist -5, D2 agonist -0.5, TRHR ag -0.5, D2 potentiator 4 and D1 potentiator -1.
Screening NNC(=O)CC(=O)NC1(Cc2ccc(O)cc2)CCCCC1 returned TRHR PAM -3, RXFP1 antag -9, D2 antagonist -16, D1 agonist 1, D1 antagonist -2, D2 agonist -1.3, TRHR ag -1.3, D2 potentiator -3 and D1 potentiator 0.
CCCCN1C(=O)NC2NC(=O)NC21 (configuration not stated) was read as TRHR PAM 0, RXFP1 antag 11, D2 antagonist -2, D1 agonist 1, D1 antagonist -9, D2 agonist 1.0, TRHR ag -0.2, D2 potentiator -5 and D1 potentiator -6.
For c1ccc(-c2[nH]ncc2CN2CCN(Cc3ccc4c(c3)OCO4)CC2)cc1 the results were TRHR PAM -7, RXFP1 antag -12, D2 antagonist -13, D1 agonist 1, D1 antagonist 6, D2 agonist 1.5, TRHR ag -0.4, D2 potentiator -15 and D1 potentiator -6.
N/C(CC(=O)NC1CCCCC1)=N\OCC(=O)Nc1ccc(Cl)c(Cl)c1 was read as TRHR PAM 3, RXFP1 antag -16, D1 agonist 5, D1 antagonist -94*, TRHR ag 0.6 and D1 potentiator -1.
Screening Cc1ccc(Cl)cc1NC(=O)c1cnn2c1NC(c1ccco1)CC2C(F)(F)F (configuration not stated) returned TRHR PAM -4, RXFP1 antag 1, D2 antagonist 4, D1 agonist 2, D1 antagonist -7, D2 agonist -1.5, TRHR ag -0.5, D2 potentiator -2 and D1 potentiator 0.
For O=C(NCCCN1CCCC1=O)c1ccc(Cl)c(Cl)c1 the results were TRHR PAM -1, RXFP1 antag -15, D2 antagonist -9, D1 agonist 7, D1 antagonist 1, D2 agonist -0.6, TRHR ag 0.0, D2 potentiator -2 and D1 potentiator -7.
For Cc1[nH]c2ccccc2c1/C=N/n1cnnc1 the results were TRHR PAM -5, RXFP1 antag -2, D2 antagonist 16, D1 agonist 2, D1 antagonist -7, D2 agonist -0.8, TRHR ag -0.4, D2 potentiator 0 and D1 potentiator -8.
`CCN(Cc1ccccc1)C(=O)c1cccc(S(=O)(=O)N2CCN(c3ccccc3)CC2)c1` gave TRHR PAM -1, RXFP1 antag -19, D2 antagonist 6, D1 agonist 5, D1 antagonist 22, D2 agonist -0.2, TRHR ag -0.1, D2 potentiator -8 and D1 potentiator -1.
Screening COC(=O)c1[nH]c(C)c(/C(O)=C2\C(=O)C(=O)N(CCN3CCOCC3)C2c2cccnc2)c1C (configuration not stated) returned TRHR PAM 3, RXFP1 antag 15, D1 agonist 1, D1 antagonist 7, TRHR ag 1.1 and D1 potentiator -3.
Screening Cc1cc2c(s1)c1cnn(Cc3c(F)cccc3Cl)c(=O)c1n2C returned TRHR PAM 10, D1 agonist 1, D1 antagonist 15, TRHR ag 0.0 and D1 potentiator -3.
For CNS(=O)(=O)c1cccc(C(=O)OCC(=O)Nc2ccc(Cl)cn2)c1 the results were TRHR PAM 0, RXFP1 antag -16, D2 antagonist 6, D1 agonist 1, D1 antagonist 5, D2 agonist -0.6, TRHR ag -0.1, D2 potentiator -9 and D1 potentiator -6.
For CCOC(=O)N1CCN(C(=O)C(CC(C)C)NS(=O)(=O)c2ccc3c(c2)oc(=O)n3C)CC1 (configuration not stated) the results were TRHR PAM 0, RXFP1 antag 19, D2 antagonist 12, D1 agonist 0, D1 antagonist -1, D2 agonist 0.8, TRHR ag 0.2, D2 potentiator -3 and D1 potentiator -2.
`CC(C)(C)C1(O)CC(C(F)(F)F)=NN1C(=O)Cc1ccc([N+](=O)[O-])cc1` (configuration not stated) gave TRHR PAM -5, RXFP1 antag 16, D2 antagonist 8, D1 agonist 6, D1 antagonist -34*, D2 agonist -0.5, TRHR ag 0.8 and D1 potentiator -6.
For CC(C)(C)OC(=O)N1CCC(c2c(C(=O)N3CCN(c4ccccn4)CC3)cnn2-c2ccccc2)CC1 the results were TRHR PAM 9, RXFP1 antag -14, D1 agonist 1, D1 antagonist -2, D2 agonist 0.6, TRHR ag -0.2, D2 potentiator 3 and D1 potentiator 1.
COc1ccc(NC(=O)c2ccc3[nH]c(C)c(C)c3c2)c(OC)c1 was read as TRHR PAM -5, RXFP1 antag -19, D2 antagonist 10, D1 agonist 5, D1 antagonist -10, D2 agonist -0.4, TRHR ag 0.4, D2 potentiator -14 and D1 potentiator -6.
COc1cc(/C=N/NS(=O)(=O)c2ccc3ccccc3c2)ccc1OCCN1CCOCC1 was read as TRHR PAM -3, RXFP1 antag 2, D2 antagonist -5, D1 agonist -1, D1 antagonist 3, D2 agonist 0.3, TRHR ag -0.4, D2 potentiator 8 and D1 potentiator -18.
`COc1ccc(NS(=O)(=O)Cc2ccccc2)cc1OC` gave TRHR PAM -7, RXFP1 antag 14, D2 antagonist -4, D1 agonist 2, D1 antagonist -3, D2 agonist 0.7, TRHR ag -0.2, D2 potentiator -2 and D1 potentiator 1.
For CCOc1ccc(N2C(=O)Nc3ccccc3C2(O)C(=O)N2CCN(c3ccccn3)CC2)cc1 (configuration not stated) the results were TRHR PAM 3, RXFP1 antag -20, D2 antagonist -2, D1 agonist 2, D1 antagonist 1, D2 agonist -0.2, TRHR ag 0.5, D2 potentiator 4 and D1 potentiator -2.
Screening Cc1ccc(S(=O)(=O)c2c(N)n(CCCN(C)C)c3nc4ccccc4nc23)cc1 returned TRHR PAM 0, RXFP1 antag -6, D2 antagonist 2, D1 agonist 9, D1 antagonist -12, D2 agonist 1.6, TRHR ag 1.1, D2 potentiator -9 and D1 potentiator -9.
CCc1ccc(N(CC)C(=O)c2sc3nc4n(c(=O)c3c2C)CCCC4)cc1 was read as TRHR PAM 3, RXFP1 antag inconclusive, D1 agonist 5, D1 antagonist -3, D2 agonist 1.0, TRHR ag 1.7, D2 potentiator 4 and D1 potentiator -4.
Screening CCOC(=O)c1ccc(NC(=O)c2nc[nH]c2C(=O)N2CCC(C)CC2)cc1 returned TRHR PAM -12, D2 antagonist -8, D1 agonist 4, D1 antagonist -12, D2 agonist -0.3, TRHR ag 0.7, D2 potentiator -8 and D1 potentiator 4.
Screening CC(C)OC(=O)c1ccc(NC(=O)CSc2nc3ncccc3[nH]2)cc1 returned TRHR PAM 16, RXFP1 antag -32, D1 agonist 11, D1 antagonist -17, TRHR ag 0.0 and D1 potentiator 1.
CCOC(=O)N1CCN(Cc2ccc(O)c3ncccc23)CC1 was read as TRHR PAM -6, RXFP1 antag -30, D2 antagonist 2, D1 agonist 2, D1 antagonist 9, D2 agonist 24, TRHR ag 0.9, D2 potentiator -2 and D1 potentiator 0.
For CCOC(=O)N1CCC(NC(=O)c2cc3c(=O)n(C)c4ccccc4c3n2C)CC1 the results were TRHR PAM 0, RXFP1 antag -24, D2 antagonist -5, D1 agonist -1, D1 antagonist -2, D2 agonist -1.3, TRHR ag -0.5, D2 potentiator -1 and D1 potentiator 3.
CCn1c(SCC(=O)NNC(=O)Cc2ccccc2)nnc1-c1ccncc1 was read as TRHR PAM 22, RXFP1 antag -8, D2 antagonist -11, D1 agonist 0, D1 antagonist -2, D2 agonist -0.5, TRHR ag -0.1, D2 potentiator 13 and D1 potentiator -1.
COCCOC(=O)c1c(C)oc2ccc(OC(=O)c3ccco3)cc12 was read as TRHR PAM 4, RXFP1 antag -14, D2 antagonist 4, D1 agonist 1, D1 antagonist 0, D2 agonist -1.4, TRHR ag 0.4, D2 potentiator 0 and D1 potentiator 1.

Compounds listed so far with a CF3 group, in the order listed:
Screening Cc1ccc(Cl)cc1NC(=O)c1cnn2c1NC(c1ccco1)CC2C(F)(F)F (configuration not stated) returned TRHR PAM -4, RXFP1 antag 1, D2 antagonist 4, D1 agonist 2, D1 antagonist -7, D2 agonist -1.5, TRHR ag -0.5, D2 potentiator -2 and D1 potentiator 0.
`CC(C)(C)C1(O)CC(C(F)(F)F)=NN1C(=O)Cc1ccc([N+](=O)[O-])cc1` (configuration not stated) gave TRHR PAM -5, RXFP1 antag 16, D2 antagonist 8, D1 agonist 6, D1 antagonist -34*, D2 agonist -0.5, TRHR ag 0.8 and D1 potentiator -6.
